# EphA4 KYL inhibition – inhibitors of EphA4 binding to KYL peptide, primary screen, biochemical, colorimetric, mouse EphA4 (AID 689). Ephrin type-A receptor 4 (Mus musculus). EphA4-AP binding to KYL peptide, pNPP A405; higher % means a stronger effect. one-dose inhibition, % at 10 µM; IC50 in µM for titrated hits. hit rate 0.1% among 62,000; in the data active means a potency from the dose series; inactive means the rest, 99 in 100 with inhibition below about 22%
# * hit, by the source's call. Only part of the results is shown; count on the stated rates, not on these rows.
SMILES,EphA4 KYL inhibition
CC(Sc1nnc2ccccn12)C(=O)Nc1ncc(Cl)cc1Cl (stereo not given),-9%
CC(=O)c1cccc(NC(=O)c2ccc(Br)o2)c1,1%
O=C(CCn1nc(-c2ccc(Cl)cc2)ccc1=O)NCc1ccccn1,-10%
COc1cc(OC)c(C(=O)Nc2cccc(C(C)=O)c2)cc1OC,-13%
COc1cc(C(=O)N(Cc2cccnc2)Cc2cc3cc4c(cc3[nH]c2=O)OCCO4)cc(OC)c1OC,-1%
O=C(Nc1ccccc1)OC1C2CCC1C(N1CCCCC1)CC2 (stereo not given),-6%
CCOc1c2ccc(C(=O)NCc3cc(C(F)(F)F)cc(C(F)(F)F)c3)cc2nn1CCOC,-11%
CCC(C)(C)NC(=O)C(c1ccc(C)o1)N(Cc1cccs1)C(=O)Cn1nnc2ccccc21 (stereo not given),-5%
S=C(NCc1cccnc1)Nc1ccc(Cl)c(Cl)c1,18%
COc1ccccc1CNS(=O)(=O)c1ccc2c(c1)oc(=O)n2C,-4%
CCCNC(=O)NC(=O)COC(=O)c1ccc(OC)c(S(=O)(=O)N2CCCc3ccccc32)c1,8%
CC1C/C(=N/N2C(=O)CSC2=S)CC(C)(C)C1 (stereo not given),-8%
COc1cc2c(cc1NC(=O)c1ccccc1OC)oc1ccccc12,1%
Cc1cccc2cc(C#N)c(NCCCn3ccnc3)nc12,-4%
CCC(=O)NCCNc1nc2cc(C)c(C)cc2cc1C#N,-8%
CCn1c(-c2cccnc2)n[nH]c1=S,6%
CSc1nc(SCC(N)=O)c2c3c(sc2n1)CN(C)CC3,-15%
O=C(c1ccc(Cl)cc1)c1ccc(CN2C(=O)c3ccccc3C2=O)o1,-5%
CC(C)(C)n1ncc2c(=O)n(CC(=O)N3CCN(c4ccccc4)CC3)cnc21,-9%
Cc1ccc(NC(=O)N2CCCN(Cc3ccc(F)cc3)C2)cc1C,-1%
Cc1ccc(-n2c(SCC(=O)NCc3ccco3)nc3sc4c(c3c2=O)CC(C)(C)SC4)cc1,-6%
CCC(=NC(CC)CO)C1=C(O)CC(C)(C)CC1=O (stereo not given),-3%
Cc1cnc(NC(=O)c2c(O)c3cccc4c3n(c2=O)CCC4)s1,-21%
COc1ccc(-c2cccc(C(=O)Nc3ccc(C)cc3)c2)cc1,-10%
CCOc1cc(C2C(C(=O)OC)=C(C)N(C)C(C)=C2C(=O)OC)ccc1OC(C)=O,-2%
O=C(NCCc1ccccc1)C(=O)N/N=C/c1ccc2c(c1)OCO2,0%
COc1cc(C2Nc3cccc4cccc(c34)N2)ccc1OC(C)=O,0%
O=C(OCCN1C(=O)c2ccccc2C1=O)C1CCN(S(=O)(=O)c2cccs2)CC1,-7%
Cc1cccc(Nc2ccccc2C(=O)OCC(=O)N(C)C2CCS(=O)(=O)C2)c1C (stereo not given),-8%
CCc1ccc2nc3sc(C(=O)Nc4nnc(CC)s4)c(N)c3cc2c1,-2%
CC(=O)Nc1ccc(Sc2ncccc2C(=O)Nc2cc(Cl)cc(Cl)c2)cn1,-13%
O=c1sc2ccccc2n1COc1ccccc1,-1%
O=C(COc1ccc2ccccc2c1Br)Nc1ncn[nH]1,-12%
COc1cc2nc(C)sc2cc1SC,-1%
CCN(Cc1ccccc1)C(=O)Cn1c(=O)n(CC(=O)NCc2ccco2)c(=O)c2sccc21,-6%
CCOC(=O)CN(C(=O)CSc1nnc2c(n1)[nH]c1ccc(F)cc12)c1ccccc1,-10%
CC(C)C(=O)Nc1ccc(NC(=S)NC(=O)c2ccc([N+](=O)[O-])cc2)cc1,-10%
CC(C)COc1ccc(C(=O)Nc2ccc(-c3nc4ccccc4o3)cc2)cc1,3%
O=P(O)(CCc1ccccn1)CN1CCCCC1,2%
Cc1ccc(-c2nnc(-c3ccc(NC(=O)Cc4cccs4)cc3)o2)cc1,-5%
Cc1ccc(OCc2ccc(C(=O)Nc3c(C)nn(Cc4c(F)c(F)c(F)c(F)c4F)c3C)o2)c([N+](=O)[O-])c1,-6%
O=C(CCN1CCN(c2ccccn2)CC1)Nc1ccc(F)cc1,-10%
CCCC(=O)n1nc(-c2cccnc2)nc1N,-10%
CP(=O)(COC(=O)c1ccccc1)COC(=O)c1ccccc1,-3%
O=C(O)CCCNc1ccc(S(=O)(=O)Nc2ccccc2C(=O)O)cc1C(=O)O,-6%
CN(C)CCCNC(=O)/C=C/c1ccc(C(C)(C)C)cc1,-5%
COC(=O)c1ccc(N(S(=O)(=O)c2ccc(NC(C)=O)cc2)S(=O)(=O)c2ccc(NC(C)=O)cc2)cc1,-1%
COCCNC(=O)c1ccc2c(=O)n(CCOC)c(=O)[nH]c2c1,-5%
Cc1cc(C)n(CCOc2nonc2N)n1,-4%
Fc1ccc(NCc2cccnc2)cc1F,-4%

# Following part.
SMILES,EphA4 KYL inhibition
CSC(=NC#N)N1CCN(c2ccccc2)CC1,-2%
C=CCOC(=O)C1=C(C)N=C2SCCC(=O)N2C1c1ccc(OC)cc1 (stereo not given),-1%
CC(C)C(=O)Nc1c2c(nc3c1CCC3)CCCC2,-6%
Cc1ccccc1-c1ccc(=O)n(CC(=O)Nc2ccc(C(=O)N3CCCC3)cc2)n1,-4%
COc1ccccc1CNc1ccc(C(=O)O)cc1,1%
Cc1cc(OCC(=O)O/N=C(\N)Cc2cccs2)ccc1Br,-5%
CSc1nc(Oc2ccc(=O)n(C)n2)nc(N(C)C)n1,4%
C/C(=N/OCO/N=C(/C)c1ccc(F)cc1)c1ccc(F)cc1,-12%
CN(C)c1ccc(C(CC(=O)O)NC(=O)c2ccc(Cl)cc2)cc1 (stereo not given),5%
CCN(C(=O)Cc1ccccc1OC)c1nnc(-c2ccncc2)s1,-1%
COc1ccc(N(Cc2ccc(C(=O)Nc3ccc(OC)c(OC)c3)cc2)S(=O)(=O)c2ccccc2)cc1,3%
COC(=O)c1cccnc1NC(=S)NNC(=O)c1ccncc1,1%
O=C(Cn1cc2c(n1)CCCC2)N1CCCC1,-42%
Cc1cc(NC(=O)c2ccc(C)c([N+](=O)[O-])c2)ccc1Br,-3%
CCOc1ccc(-c2[nH]ncc2Oc2cccc(OC)c2)c(O)c1,3%
CC(=O)NCC12CC3CC(C1)CC(C(=O)O)(C3)C2,-8%
Cn1c(=O)c2c(nc(NCc3ccco3)n2C/C=C/c2ccccc2)n(C)c1=O,-6%
O=C(COc1ncnc2c(Cl)cc(Cl)cc12)NCCC1=CCCCC1,-10%
C=CCOc1c(Br)cc(CNc2ccc(NC(=O)CCC)cc2)cc1OCC,-2%
CN(C1=NC(=O)/C(=C\c2ccc(Cl)cc2)S1)c1ccc(O)cc1,-2%
Cc1ccc(Cn2ncn3c(cc4ccccc43)c2=O)cc1,1%
CCCn1c(=O)c2c(nc(Br)n2CCC)n(C)c1=O,-3%
C=CCSc1nnc(-c2cc(Br)ccc2N)c(=O)[nH]1,-6%
CCOC(=O)CSc1nc2c(cnn2-c2ccc(C)cc2)c(=O)[nH]1,-8%
CC(NC(=O)CCSc1nc(-c2ccco2)cc(C(F)(F)F)n1)c1ccccc1 (stereo not given),-13%
CCOC(=O)c1csc(NC(=O)C(C)(C)C)n1,-4%
CCOC(=O)c1csc(NC(=O)c2ccc(S(=O)(=O)N3CCCC3)cc2)n1,2%
O=C(CSc1ncn[nH]1)Nc1ccc(Br)cc1F,10%
O=C(Cn1c(=O)oc2cc(S(=O)(=O)N3CCCC3)ccc21)Nc1ccc(C(F)(F)F)cc1,-10%
Cc1nn(C(=O)Cn2ccc([N+](=O)[O-])n2)c(C)c1Br,-16%
O=C(Oc1ccc(-c2cnc3ccccc3n2)cc1)c1cc([N+](=O)[O-])ccc1Cl,4%
CC(NC(=O)Cn1cc(C(=O)C2CC2)c2ccccc21)c1ccccc1 (stereo not given),-6%
Cc1cccc(-n2c(SCC(=O)Nc3nnc(C)s3)nnc2-c2ccoc2C)c1,1%
COc1ccc(CN(CC(=O)NCC2CCCO2)C(=O)CCC(=O)Nc2cc(C)ccn2)cc1 (stereo not given),-12%
CCOC(=O)c1c(C)n(-c2ccccc2OC)c2c1cc(O)c1ccccc12,6%
c1cncc(-c2nnc(SCc3cccc4ccccc34)o2)c1,4%
O=C1C(=O)N(Cc2ccc(Cl)c(Cl)c2)C2C=CC=CC12 (stereo not given),-4%
COc1ccc(S(=O)(=O)N/N=C(/C)c2cccc(NC(=O)c3ccccc3Cl)c2)cc1,-2%
COc1ccc(NC(=O)CC2C(=O)N(c3cccc(OC)c3)C(=O)N2C2CCCCC2)cc1 (stereo not given),-9%
Cc1ccc(S(=O)(=O)Oc2ccc3c(c2)O/C(=C\c2cccnc2)C3=O)cc1,-12%
COc1ccc(/C=N/NC(=O)c2cccc([N+](=O)[O-])c2)cc1OS(=O)(=O)c1ccc(C)cc1,9%
COc1cccc(Nc2cc(C)nc3nc(C)nn23)c1,-5%
CCC1(CC)NC(=S)N(c2ccc(C)cc2)N1,-12%
Cc1cc(C)c2[nH]c(=O)c(CN(CC3CCCO3)C(=O)C3CCCO3)cc2c1 (stereo not given),5%
N#CCSc1nnc(Cc2cccc3ccccc23)n1C1CCCCC1,-6%
COc1ccc(OCC(=O)N2CCN(c3nnc(-c4ccccc4)c4ccccc34)CC2)cc1,-14%
COc1ccc(/C=C(/C(=O)c2ccc(Cl)cc2Cl)n2cncn2)cc1,2%
COc1cc(/C=C/C(=O)c2c(-c3ccccc3)c3cc(Br)ccc3[nH]c2=O)cc(OC)c1OC,3%
Cc1cc(Br)cn2ccnc12,-5%
Cc1ccc(CN2C(=O)CCC2C(=O)NCCCN2CCOCC2)cc1 (stereo not given),2%

# Next section.
SMILES,EphA4 KYL inhibition
CCOc1ccccc1N1CC(C(=O)Nc2ccccc2N2CCOCC2)CC1=O (stereo not given),4%
COc1ccc(-n2ncc3c(NCC4CCCO4)ncnc32)cc1 (stereo not given),5%
COc1ccc(C(=O)Nc2ccc(Br)cc2)cc1OC,-13%
Cc1ccc2nc(-c3ccccc3)cc(C(=O)O)c2c1,-5%
CCS(=O)(=O)N1CCC(C(=O)NCCCN2CCN(c3ccccc3F)CC2)CC1,-6%
Cc1ccc(-n2c(Cc3cccn3C)nnc2SCC(=O)Nc2nnc(C)s2)cc1,-6%
CCCC(CCC)n1[nH]c(=O)c2c(C)cc(C)nc21,-12%
Cc1ccc(SCc2noc(C(=O)NCC3CCCO3)c2C(=O)O)cc1C (stereo not given),-5%
CC(=O)c1c(C)[nH]c(C(=O)OCC(=O)N2CCc3ccccc32)c1C,11%
CCOc1cc(C)ccc1OCc1nnc(SCC(=O)c2cccc([N+](=O)[O-])c2)n1CC,-10%
O=C(Nc1ccsc1C(=O)NC1CCCCC1)c1ccc(F)cc1,11%
Cc1ccc2nsnc2c1NC(=O)c1ccc(-c2cccc([N+](=O)[O-])c2)o1,-5%
Cc1ccc(C(=O)CSc2nnc(COc3cccc4cccnc34)o2)cc1,-1%
Cc1cc(-c2c(C)[nH]n(-c3ccccc3)c2=O)n(-c2ccccc2)n1,-12%
Cc1cc(Cl)c(OCCN2C(=O)NC(C)(C)C2=O)c(Br)c1,-11%
CCn1c(=O)c2c(nc(SCC(=O)NCC3CCCO3)n2C)n(C)c1=O (stereo not given),-13%
O=C1CC(N2CCN(c3ccccc3Cl)CC2)C(=O)N1c1ccc(F)cc1 (stereo not given),-3%
CCOC(=O)Cn1nc(-c2ccccc2)ccc1=O,-19%
COc1cccc(C2C(C(=O)c3sc(C)nc3C)=C(O)C(=O)N2CCN(C)C)c1OC (stereo not given),-2%
Cc1ccc(NC(=O)C(=O)NCCC(C)C)c(C)c1,0%

# Part of the list above, bar-delimited.
compound | EphA4 KYL inhibition
COc1ccc(-n2ncc3c(NCC4CCCO4)ncnc32)cc1 (stereo not given) | 5%
COc1ccc(C(=O)Nc2ccc(Br)cc2)cc1OC | -13%
Cc1ccc2nc(-c3ccccc3)cc(C(=O)O)c2c1 | -5%
CCS(=O)(=O)N1CCC(C(=O)NCCCN2CCN(c3ccccc3F)CC2)CC1 | -6%
Cc1ccc(-n2c(Cc3cccn3C)nnc2SCC(=O)Nc2nnc(C)s2)cc1 | -6%
CCCC(CCC)n1[nH]c(=O)c2c(C)cc(C)nc21 | -12%
Cc1ccc(SCc2noc(C(=O)NCC3CCCO3)c2C(=O)O)cc1C (stereo not given) | -5%
CC(=O)c1c(C)[nH]c(C(=O)OCC(=O)N2CCc3ccccc32)c1C | 11%
CCOc1cc(C)ccc1OCc1nnc(SCC(=O)c2cccc([N+](=O)[O-])c2)n1CC | -10%
O=C(Nc1ccsc1C(=O)NC1CCCCC1)c1ccc(F)cc1 | 11%
Cc1ccc2nsnc2c1NC(=O)c1ccc(-c2cccc([N+](=O)[O-])c2)o1 | -5%
Cc1ccc(C(=O)CSc2nnc(COc3cccc4cccnc34)o2)cc1 | -1%
Cc1cc(-c2c(C)[nH]n(-c3ccccc3)c2=O)n(-c2ccccc2)n1 | -12%
Cc1cc(Cl)c(OCCN2C(=O)NC(C)(C)C2=O)c(Br)c1 | -11%
CCn1c(=O)c2c(nc(SCC(=O)NCC3CCCO3)n2C)n(C)c1=O (stereo not given) | -13%
O=C1CC(N2CCN(c3ccccc3Cl)CC2)C(=O)N1c1ccc(F)cc1 (stereo not given) | -3%

# More results follow:
SMILES,EphA4 KYL inhibition
COC(=O)/C=c1/sc2n(c1=O)CCN=2,-22%
Cc1ccc(C)c(N2CCN(S(=O)(=O)c3c(C)noc3/C=C/N(C)C)CC2)c1,-9%
CCC(C)NCCOCCSc1ccc(Cl)cc1 (stereo not given),-6%
CCn1c(SC(C)C)nnc1C1CCN(S(=O)(=O)c2ccc(OC)cc2)CC1,-14%
CCOC(=O)c1c(N)c(C#N)c2n1CCCC2,1%
COc1ccc(NC(=O)CN2CCC3(O)CCCCC3C2c2cc(OC)ccc2OC)cc1 (stereo not given),-4%
O=C(NC1CCCCC1)NC1CC2CCC(C1)N2C(=S)NCc1ccco1 (stereo not given),-6%
COc1ccc(OC)c(NC(=O)COC(=O)/C=C/c2c(C)nn(C3CCS(=O)(=O)C3)c2Cl)c1 (stereo not given),33%
CC(=O)c1c(C)nn(C(=O)N2CCOCC2)c1C,11%
CC1COC2C(O1)N(S(C)(=O)=O)CCN2S(C)(=O)=O (stereo not given),6%
COc1ccc(N2CC(C(=O)Nc3cc(C)on3)CC2=O)cc1 (stereo not given),-3%
CCS(=O)(=O)/N=C(\N)c1ccccc1,6%
C/C(N)=C(/C#N)C(=O)CSc1nnc(Nc2cccc(C)c2C)s1,-1%

# Source: PubChem (Sanford-Burnham Center for Chemical Genomics)
